Bioassay records (PubChem BioAssay)
Rpn11 inh: blocks the human proteasome subunit Rpn11. human 26S proteasome, Ub4-pepOG fluorescence polarization; 20S core pre-blocked with epoxomicin. calls only at 20 µM. 0.59% of 360,000 active. AID 588493;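 active means inhibition at 20 µM, scaled to each plate's controls, above about 33%, limit read from the data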
Scp-1 inhibitor: inhibitors of human Scp-1 phosphatase; Q9GZU7; Recombinant Scp1, phosphopeptide, malachite green phosphate absorbance; inhibition, % at 20 µM; 0.88% of 340,000 active;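 active means inhibition above about 50% at 20 µM, limit read from the data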;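 further: plate controls were DMSO wells with enzyme for no effect and wells lacking enzyme for full effect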
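System: truncated SCP-1 phosphatase (76-261aa); medium: Tris acetate buffer pH 5.5 with MgCl2 and Tween-20; incubation: 45 min room-temperature reaction, 5 min colour, 30 min stabiliser; compound: single 20 µM dose, 1% DMSO; reagent: Phosphorylated 17-residue peptide substrate; read-out: % inhibition at 20 µM; technique: colorimetric free-phosphate detection, absorbance 630 nm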
MLLE-PAM2 inh: inhibitors of microRNA-mediated deadenylation, human PABP1 MLLE binding | P11940 | GST-MLLE / FITC-PAM2 fluorescence polarization | 0.36% of 360,000 active | inhibition, % at 20 µM; in the data active means inhibition above about 35%, passing the limit was not always enough;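 further: plate controls were DMSO wells with GST-MLLE for no effect and wells lacking GST-MLLE protein for full effect; some results filed as inactive read as strong as hits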
Target sequence (P11940 whole entry, looked up): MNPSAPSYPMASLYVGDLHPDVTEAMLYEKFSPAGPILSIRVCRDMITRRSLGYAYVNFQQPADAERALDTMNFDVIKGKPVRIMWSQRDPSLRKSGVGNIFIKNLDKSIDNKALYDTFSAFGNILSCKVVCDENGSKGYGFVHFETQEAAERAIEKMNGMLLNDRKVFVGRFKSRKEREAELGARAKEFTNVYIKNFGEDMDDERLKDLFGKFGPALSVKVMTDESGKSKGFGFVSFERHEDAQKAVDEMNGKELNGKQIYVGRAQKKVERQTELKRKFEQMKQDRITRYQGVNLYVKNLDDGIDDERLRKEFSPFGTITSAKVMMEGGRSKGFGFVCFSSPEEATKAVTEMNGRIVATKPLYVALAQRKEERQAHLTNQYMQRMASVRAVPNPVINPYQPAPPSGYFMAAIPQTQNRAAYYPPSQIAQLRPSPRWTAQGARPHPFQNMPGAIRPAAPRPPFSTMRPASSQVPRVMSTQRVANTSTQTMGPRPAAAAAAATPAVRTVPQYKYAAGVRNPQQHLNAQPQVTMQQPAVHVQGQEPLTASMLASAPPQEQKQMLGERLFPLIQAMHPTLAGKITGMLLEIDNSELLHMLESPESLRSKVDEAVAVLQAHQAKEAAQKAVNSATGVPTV
DNMT1 inh: inhibitors of human DNMT1; DNMT1 molecular beacon, Hinp1I cleavage, fluorescence; inhibition (reported as % activation of signal), % at 10 µM; 0.83% of 360,000 active; in the data active means inhibition above about 50%
Tb MetRS inh: Trypanosoma brucei MetRS inhibition | purified T. brucei MetRS, ATP depletion, Kinase-Glo luminescence | inhibition, % at 11.9 µM | 0.4% of 360,000 active;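 active means inhibition above a per-plate cutoff of the control wells' mean inhibition plus 3 SD, cut at about 5.5% in these data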;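 further: 0% = DMSO wells median and 100% = median of wells with control inhibitor compound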
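Material: parasite MetRS enzyme / Replication: singlicate, one well per compound / Signal: luminescence of leftover ATP / Schedule: 2 h aminoacylation at 25 °C after 15 min preincubation / Medium: HEPES-MgCl2-KCl buffer plus DTT, spermine, BSA, pyrophosphatase / Doses: 11.9 µM single point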
CSN deneddyl inh: inhibitors of human CSN-mediated cullin deneddylation. Q92905. Purified CSN, SCF-Nedd8-OG deneddylation, fluorescence polarization. inhibition, % at 12.5 µM. 0.38% of 360,000 active;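 active means pattern-corrected inhibition above about 35%, with an unprinted fluorescence ratio check between 0.5 and 1.5, limit read from the data, passing the limit was not always enough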;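 further: 0% = enzyme with substrate and 100% = substrate without enzyme; some results filed as inactive read as strong as hits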
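Test system: Human Csn5 produced in HEK293T cells | Compound: 12.5 µM single point | Times: 90 min, room temperature | Signal: Fluorescence polarization readout | Read-out basis: % inhibition of substrate cleavage by Csn5 | Controls: no-enzyme wells high, enzyme-with-substrate wells low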
NadD inh: inhibitors of Staphylococcus aureus NadD. inhibition, % at 20 µM. purified NadD enzyme, colorimetric absorbance read-out. 0.78% of 360,000 active; in the data active means inhibition above about 26%; further: some compounds past the cut are filed as inactive
LMPTP inh: blocks human LMPTP phosphatase; inhibition, % at 20 µM; 0.22% of 360,000 active; AID 651560; recombinant LMPTP-A, OMFP fluorogenic substrate, fluorescence intensity;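 active means compounds that cut the enzyme signal by at least half of the control window in the single-dose screen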;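 further: plate controls were DMSO wells with enzyme plus substrate for no effect and substrate without enzyme for full effect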
Target sequence (P24666 whole entry, looked up): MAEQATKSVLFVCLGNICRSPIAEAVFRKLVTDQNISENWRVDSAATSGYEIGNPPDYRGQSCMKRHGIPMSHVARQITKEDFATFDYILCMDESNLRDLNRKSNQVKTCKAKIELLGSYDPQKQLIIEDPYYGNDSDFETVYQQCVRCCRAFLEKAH
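Assay system: LMPTP-A, protein tyrosine phosphatase of low molecular weight / Medium: pH 6.0 Bis-Tris buffer with DTT and Triton X-100 / Schedule: 50 min enzyme reaction at room temperature, protected from light / Measured by: endpoint fluorescence intensity from OMFP dephosphorylation / Read-out basis: % inhibition relative to no-enzyme and uninhibited control wells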
SUMO1 PPI mod: alters human SUMO1 binding to SIM partners | inhibition, % at 20 µM | SUMO1 binding to a labelled peptide, TR-FRET, 1 h | P63165 | 0.33% of 360,000 active; in the data active means inhibition above about 37%
Target sequence (P63165 whole entry, looked up): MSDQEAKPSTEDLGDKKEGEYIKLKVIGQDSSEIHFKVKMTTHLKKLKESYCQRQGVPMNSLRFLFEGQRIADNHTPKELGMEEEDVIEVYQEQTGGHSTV
STEP block: blocks human striatal-enriched tyrosine phosphatase. P54829. recombinant STEP, OMFP fluorogenic substrate, fluorescence. inhibition, % at 20 µM. 0.25% of 360,000 active;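 active means inhibition at 20 µM, scaled per plate between control wells, above about 37%, limit read from the data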;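 further: 0% = DMSO with enzyme and substrate and 100% = substrate only without enzyme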
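Assay system: isolated STEP enzyme / Timing: 20 min at room temperature, dark / Doses: 20 µM, 1% DMSO / Technique: fluorescence intensity, excitation 480 nm, emission 540 nm / Reagent: fluorogenic phosphatase substrate OMFP at 25 µM final / Measure: percent inhibition scaled to no-enzyme and uninhibited-enzyme controls, plate-pattern corrected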
Numbers without * were called inactive; i = inactive; nt = not tested or not shown.

SMILES	Rpn11 inh	Scp-1 inhibitor	MLLE-PAM2 inh	DNMT1 inh	Tb MetRS inh	CSN deneddyl inh	NadD inh	LMPTP inh	SUMO1 PPI mod	STEP block
CCC(C)NC(=O)CSc1nc2n[nH]c(C)c2c(=N)n1-c1ccc(OC)cc1 (stereo not given)	i	-14	2	-6	-0.9	0	7	-14	26	-6
CCn1nc(C(=O)OC(C(=O)c2c[nH]c3ccccc23)c2ccccc2)c2ccccc2c1=O (stereo not given)	i	-11	-2	-23	3.0	-4	2	4.0	-2	0
COc1cc(O)c(CCC(=O)c2ccc(OC)c(OC)c2)c(OC)c1	i	-12	-1	1	-0.1	1	-2	0.8	5	1
CN1CCN(c2ccc(S(=O)(=O)N3CCOCC3)cc2NC(=O)CSCc2ccccc2)CC1	i	-2	1	0	0.0	3	-9	-0.9	-5	3
CN(C)C(=O)CSc1nnc([C@H](Cc2ccccc2)NC(=O)OC(C)(C)C)o1	i	-13	29	1	-0.4	5	3	-1.5	-7	0
Cc1ccc(C)c(NC(=O)C(Sc2cccc[n+]2[O-])c2ccccc2)c1 (stereo not given)	i	1	-11	1	0.1	-7	-6	-2.2	2	-4
O=C(CSc1cccc2cccnc12)N/N=C/c1ccc(O)cc1	i	12	8	0	-0.8	-3	-4	0.5	-7	0
COc1ccc(CNC(=O)C2CCCN(S(=O)(=O)c3ccccc3)C2)cc1 (stereo not given)	i	-11	-9	1	-0.2	1	-4	0.8	4	2
O=C(CCC(=O)N(CC(=O)NC1CCCC1)Cc1ccc(F)cc1)Nc1nccs1	i	-8	-4	-2	-0.5	6	0	-1.8	5	2
Cc1nnc(SCC(=O)N2CCCC(C(=O)c3ccc(Cl)cc3)C2)o1 (stereo not given)	i	-6	-1	1	-0.4	4	-2	-1.0	6	-3
CC(C(=O)N1CCN(c2ccc(Cl)cc2)CC1)c1ncc(C(F)(F)F)cc1Cl (stereo not given)	i	2	-3	-3	-1.0	-1	-4	1.9	1	1
CCOC(=O)C1CCCN(CC(=O)Nc2nccs2)C1 (stereo not given)	i	-10	-1	5	-0.5	5	-2	-1.8	6	-3
CN1CC(=O)N(CC(=O)NCc2ccc3c(c2)OCO3)C1=O	i	13	-8	3	-0.9	3	-1	-0.7	1	-3
CC(=O)c1c(C)n(CC(=O)NCc2ccco2)c2ccccc12	i	45	2	0	-0.8	-5	-4	-2.1	-2	3
C/C(CC(=O)Nc1ccc2c(c1)OCCO2)=N\NC(=O)COc1ccccc1C	i	2	-7	-2	-1.8	2	-4	0.2	1	50*
COc1cc(NC(=O)C2CCCCC2)c(OC)cc1NC(=O)c1ccccc1	i	-7	8	34	-0.2	2	-3	1.2	-2	1
Cc1ccc(Cl)cc1N1CCN(C(=O)c2ccc(CS(=O)Cc3ccc(Cl)cc3)o2)CC1 (stereo not given)	i	-6	20	-6	-0.3	-2	-3	6.5	14	1
COc1ccccc1C(=O)C1CCCN(Cc2cn[nH]c2C2CCCCC2)C1 (stereo not given)	i	-8	0	-1	-0.8	1	-4	-2.7	1	-1
CC(C)Oc1cccc(-c2cc(C(=O)N3CCN(S(C)(=O)=O)CC3)c3ccccc3n2)c1	i	-12	6	-6	-1.1	1	0	0.0	1	-2
Cc1ccnc(NC(=O)c2cccc(NC(=O)c3ccccc3C)c2)c1	i	-4	8	-2	-2.2	2	-2	-1.7	5	0
CCOC(=O)C1=C(COC(=O)CCOc2ccccc2)NC(=O)NC1C (stereo not given)	i	1	13	3	-0.1	-2	1	-1.2	14	0
CCCCNC(=O)C12CCC(C)(C(=O)C1Br)C2(C)C (stereo not given)	i	2	-1	2	-1.1	-16	2	-2.4	0	-1
Cc1cc(NC(=O)CSCC(=O)OCc2nnc(-c3ccccc3)o2)no1	i	-6	19	0	-0.4	0	-2	-0.4	0	-2
CC(=O)c1ccc(NC(=O)C2CCN(S(=O)(=O)c3cccc4cccnc34)CC2)cc1	i	63*	10	4	-0.3	0	2	0.1	0	3
Cc1cc(=O)oc2c3c(cc(OCC(=O)NCc4ccccc4)c12)OC(C)(C)CC3	i	-1	-2	-4	0.3	7	-3	2.5	10	2
COc1ccccc1N1CCN(C(=O)c2ccc(Cn3c(=O)[nH]c4ccsc4c3=O)cc2)CC1	i	-7	-7	4	-1.0	-3	4	3.3	2	-2
CC(=O)N1CCN(C(=O)CCNS(=O)(=O)c2ccc(Br)cc2)CC1	i	-5	-2	6	-0.3	0	-2	-1.7	6	-3
CSc1ncccc1C(=O)NCCc1ccc(Cl)cc1	i	7	4	1	-0.8	-8	-2	2.6	-1	0
Cc1nn(-c2cccc(Cl)c2)c(Cl)c1/C=N/NC(=O)c1cccs1	i	-2	5	72*	0.3	4	3	13	6	-5
CN(CCC#N)C(=S)Nc1ccc(S(=O)(=O)N2CCOCC2)cc1	i	-6	-4	4	-0.1	0	5	0.5	-3	0
CC(=O)c1ccc(C(=O)N(C)C2CCCN(Cc3ccccc3F)C2)s1 (stereo not given)	i	-7	7	1	-0.3	-2	-1	-0.4	-12	-1
CCN(CC)CCCN1C(=O)CSC1c1ccc2c(c1)OCO2 (stereo not given)	i	-10	10	2	-0.6	1	-2	-1.6	2	1
CC1=C(c2ccc(C)cc2)[N+](=O)C(C)(C)N1[O-]	i	5	3	-3	-0.3	-9	0	0.3	0	-2
CCCn1c(=O)c(C(=O)NCCc2ccc(Cl)cc2)c(O)c2ccccc21	i	-5	7	7	-1.2	4	4	2.4	25	4
CCN(CC(=O)NC1CC1)S(=O)(=O)c1ccc(C)cc1	i	0	-4	-1	-0.7	-2	-3	-5.0	-1	-2
O=C1CC(c2ccc(F)cc2)C2=C(CCCC2=O)N1 (stereo not given)	i	-4	5	2	-0.9	1	4	-1.2	2	-2
CC(C)(C)OC(=O)N1CCC2(CC1)Oc1ccc(F)cc1C(=O)C21CC(c2cccnc2)=NO1 (stereo not given)	i	0	0	3	0.2	5	5	-0.4	7	1
Cc1ccc(C(=O)NCCNC(=O)c2cccnc2)cc1	i	27	4	1	-0.2	-3	5	-0.5	2	-2
Cc1cc(/C=C2/NC(=S)NC2=O)c(C)n1-c1cccnc1	nt	-1	-114	0	-0.4	23	2	-1.1	-5	0
O=C(COC(=O)c1ccc2[nH]c3c(c2c1)CCCC3)Nc1ccccc1	i	-7	-22	-14	0.1	0	0	1.1	-2	2

The final two records of the section above lead into the next:
SMILES	Rpn11 inh	Scp-1 inhibitor	MLLE-PAM2 inh	DNMT1 inh	Tb MetRS inh	CSN deneddyl inh	NadD inh	LMPTP inh	SUMO1 PPI mod	STEP block
Cc1cc(/C=C2/NC(=S)NC2=O)c(C)n1-c1cccnc1	nt	-1	-114	0	-0.4	23	2	-1.1	-5	0
O=C(COC(=O)c1ccc2[nH]c3c(c2c1)CCCC3)Nc1ccccc1	i	-7	-22	-14	0.1	0	0	1.1	-2	2
O=C(CCc1ccc(S(=O)(=O)N2CCOCC2)cc1)Nc1ccc(F)cc1[N+](=O)[O-]	i	3	6	-2	-0.1	-2	0	0.3	-29	0
Cc1c(C(=O)NCc2ccccc2C(F)(F)F)sc(=O)n1Cc1cccc(C(F)(F)F)c1	i	nt	-7	-13	-1.0	-3	1	2.8	2	1
NC(=O)C(F)(F)C12OC3C4C5CC(C6C5C3C61)C42 (stereo not given)	i	-5	5	-1	-0.4	-3	5	-1.3	3	0
O=C(c1cc(COc2ccc(F)cc2F)on1)N1CCSCC1	i	-12	-7	3	1.9	3	-1	-0.3	-2	-4
COc1ccccc1NS(=O)(=O)c1ccc2oc(SC)nc2c1	i	-4	-46	2	-1.2	-4	-8	0.5	5	-1
O=C(/C=C/c1ccccc1[N+](=O)[O-])OC1CCCCC1=O (stereo not given)	i	-3	5	4	0.2	5	-1	1.1	-12	0
COc1cc(C2C(C#N)=C(N)N(N(C)C)C3=C2C(=O)CCC3)cc(OC)c1OC (stereo not given)	i	-9	16	-2	-0.1	4	-6	0.2	0	1
CCN1CC=C2C(C#N)=C(N)C(C#N)(C#N)C(c3cc(Cl)ccc3Cl)C2C1 (stereo not given)	i	-7	102	-10	-0.4	-6	6	-0.4	-10	-14
CCc1cc(-c2n[nH]c(CCC(=O)O)c2-c2nc3ccccc3n2C)c(O)cc1O	i	-4	6	3	1.0	-8	7	-0.8	15	0
CC(C(=O)NC1CCCC1)N1CCN(S(=O)(=O)c2ccc(C(C)(C)C)cc2)CC1 (stereo not given)	i	-1	-18	2	-0.3	-1	-8	1.2	3	4
COc1ccccc1CNC(=O)CCNC(=O)N1CC(=O)Nc2ccccc21	i	8	3	-1	-0.6	1	4	-2.2	5	-2
Cc1ccc(NC(=O)C/C(N)=N/O)cc1C	i	-11	-68	-3	-0.2	0	1	-0.7	1	1
O=C(N/N=C/c1cccnc1)c1cc(O)c(O)c(O)c1	i	44	21	7	4.0	3	0	0.5	3	2
CSc1ccccc1C(=O)C1CCCN(C(=O)c2csnn2)C1 (stereo not given)	i	0	16	0	-0.4	-2	-8	1.3	1	-2
CSc1ccccc1NC(=O)Cn1c(-c2cscn2)nc2ccccc21	i	-6	-6	-1	-1.4	3	0	0.4	-2	0
COC(=O)[C@H]1[C@@H](C)N(CCc2cc(OC)c(OC)c(OC)c2)C(=O)N[C@H]1c1ccccc1	i	-8	5	0	-0.1	3	-1	-0.3	8	-2
COc1ccc(NC(=O)C/C(C)=N/NC(=O)C(=O)Nc2cccc(Cl)c2C)c(OC)c1	i	-3	1	-2	0.1	1	-1	-1.2	5	0

Sorted by number of heavy atoms (smallest number first): 4 of the compounds above
SMILES	Rpn11 inh	Scp-1 inhibitor	MLLE-PAM2 inh	DNMT1 inh	Tb MetRS inh	CSN deneddyl inh	NadD inh	LMPTP inh	SUMO1 PPI mod	STEP block
Cc1ccc(NC(=O)C/C(N)=N/O)cc1C	i	-11	-68	-3	-0.2	0	1	-0.7	1	1
O=C(N/N=C/c1cccnc1)c1cc(O)c(O)c(O)c1	i	44	21	7	4.0	3	0	0.5	3	2
CSc1ccccc1C(=O)C1CCCN(C(=O)c2csnn2)C1 (stereo not given)	i	0	16	0	-0.4	-2	-8	1.3	1	-2
COc1ccccc1CNC(=O)CCNC(=O)N1CC(=O)Nc2ccccc21	i	8	3	-1	-0.6	1	4	-2.2	5	-2
